TLR4-MyD88 BLA = inhibitors of human TLR4-MyD88 binding | actives 0.18% (n = 200,000) | O00206+Q99836 | HeLa CL3-4 TLR4/MyD88 BLA complementation, FRET ratio | inhibition, % at 8.4 µM; in the data active means inhibition above about 25%;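 further: 0% = vehicle and 100% = reference inhibitor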
bIAP act = intestinal alkaline phosphatase (bovine) activation; activation factor at 20 µM; purified bovine IAP, CDP-star luminescence, 30 min; active compounds read high; fold of DMSO-control signal, blank-subtracted; actives 0.17% (n = 200,000); AID 1016;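 active means activation factor of 2 or more at 20 µM, a signal rise over negative controls twice the positive control's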
PPARg SRC2 recr = PPARgamma-driven SRC-2 recruitment agonism | P37231 | PPARgamma LBD-SRC-2 recruitment, biochemical | AID 1032 | actives 0.34% (n = 200,000) | activation, % at 8 µM; in the data active means activation above about 22%;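 further: 0% = vehicle and 100% = reference agonist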
Target sequence (P37231 whole entry, looked up, the tested form may be a part): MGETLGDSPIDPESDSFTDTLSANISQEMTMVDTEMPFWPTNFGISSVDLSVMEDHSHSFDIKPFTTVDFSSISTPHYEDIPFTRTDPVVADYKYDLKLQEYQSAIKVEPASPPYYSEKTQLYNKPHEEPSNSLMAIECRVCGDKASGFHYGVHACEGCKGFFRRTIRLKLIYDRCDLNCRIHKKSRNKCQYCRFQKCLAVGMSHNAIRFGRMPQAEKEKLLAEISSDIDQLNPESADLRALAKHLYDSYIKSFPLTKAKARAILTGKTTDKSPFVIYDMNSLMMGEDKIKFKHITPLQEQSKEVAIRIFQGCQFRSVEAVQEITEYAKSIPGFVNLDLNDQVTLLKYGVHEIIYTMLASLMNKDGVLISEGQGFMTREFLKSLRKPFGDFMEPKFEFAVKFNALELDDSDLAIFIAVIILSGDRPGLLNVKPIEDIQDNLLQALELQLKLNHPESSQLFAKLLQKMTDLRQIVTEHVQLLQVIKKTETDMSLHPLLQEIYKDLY
ROMK primary = modulates human ROMK potassium channel activity | P48048 | Tet-inducible ROMK, thallium flux fluorescence; actives lie on both sides | B-score at 10 µM | actives 2% (n = 130,000) | AID 1918;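 active means signal ratio slope over the read window, or its plate-corrected B-score, at least 3 SD from the plate mean, either direction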;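 further: B-score of the F/F0 ratio slope over 7 to 12 s after thallium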
PPARg SRC3 recr = PPARgamma-driven SRC-3 recruitment agonism; biochemical PPARgamma/SRC-3 coactivator recruitment assay; activation, % at 8 µM; actives 0.26% (n = 200,000); AID 731; in the data active means activation above about 23%;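 further: 0% = DMSO and 100% = reference agonist; some compounds past the cut are filed as inactive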
DTT redox prof = compounds producing H2O2 with reducing agent – biochemical, NIH compound library profiling, artefact control for MLSCN library redox annotation, primary screen | DTT-dependent redox cycling H2O2, phenol red/HRP absorbance; 100% = 100 µM peroxide control, 0% = buffer | activation, % at 10 µM | AID 878 | actives 0.03% (n = 200,000);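 active means activation of at least 50% relative to the plate's high and low controls in the primary single-dose screen; inactive means activation below 50%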;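 further: compound incubated with DTT at 0.8 mM final as the reducing agent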
PPARg SRC-1 ag = agonists of human PPARgamma SRC-1 coactivator recruitment; P37231; PPARgamma-SRC-1 coactivator recruitment biochemical assay; activation, % at 8 µM; actives 0.41% (n = 200,000); AID 631; in the data active means activation above about 19%;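 further: 0% = DMSO and 100% = reference agonist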
Lmaj promast = Leishmania major promastigote growth inhibition; actives 9% (n = 200,000); Leishmania major promastigotes, resazurin fluorescence viability; inhibition, % at 10 µM; AID 1063; in the data active means inhibition above about 50%;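 further: promastigotes grown with compound for 44 hours at 28 °C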
TR-FRET SRC-2 ct = counter-screen for PPARgamma SRC-2 recruitment agonists: TR-FRET artefact; active compounds read high; TR-FRET ratio at 8 µM; actives 0.4% (n = 200,000); AID 1049; in the data active means TR-FRET ratio above about 2000; further: inactives centre near 1500; reference of the scale not given here
bIAP inhibitor = intestinal alkaline phosphatase (bovine) inhibition | purified bovine IAP, CDP-star luminescence, 30 min | 190,000 tested, under 10 active | inhibition, % at 20 µM;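 active means over 50% inhibition of intestinal alkaline phosphatase at 20 µM in the single-dose screen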
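Assay system – bovine IAP enzyme · Quantity – bovine IAP at 1/65,000,000 final dilution · Detection – CDP-star luminescence signal · Times – 30 min reaction at room temperature · Also added – CDP-star substrate at 30 µM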
S1P3 antagonist = antagonists of human S1P3 receptor; inhibition, % at 4.98 µM; actives 0.27% (n = 170,000); CHO S1P3 NFAT-BLA reporter, FRET fluorescence, antagonist mode; AID 485; Q99500;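 active means inhibition above the plate cutoff, the mean inhibition of test wells on that plate plus 3 SD, cut at about 28% in these data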;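 further: cells challenged with S1P at its EC80 of 0.8 µM; blue over green emission ratio from cleaved BLA substrate after 4 h stimulation; 0% = S1P-stimulated wells and 100% = unstimulated DMSO-only wells; some compounds past the cut are filed as inactive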
Target sequence (Q99500 whole entry, looked up): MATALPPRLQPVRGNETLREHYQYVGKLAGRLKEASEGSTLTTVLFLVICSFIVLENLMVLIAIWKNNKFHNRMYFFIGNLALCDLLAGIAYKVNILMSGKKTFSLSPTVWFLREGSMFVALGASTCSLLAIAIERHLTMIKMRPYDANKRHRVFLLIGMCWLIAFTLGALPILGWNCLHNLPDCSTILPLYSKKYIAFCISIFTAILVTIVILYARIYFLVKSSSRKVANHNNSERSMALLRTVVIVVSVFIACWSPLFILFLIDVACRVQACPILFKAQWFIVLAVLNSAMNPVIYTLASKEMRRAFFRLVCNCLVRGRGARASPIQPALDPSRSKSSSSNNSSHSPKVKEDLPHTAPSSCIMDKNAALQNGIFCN
* = called active by the depositor; . = not tested or not shown.

SMILES	TLR4-MyD88 BLA	bIAP act	PPARg SRC2 recr	ROMK primary	PPARg SRC3 recr	DTT redox prof	PPARg SRC-1 ag	Lmaj promast	TR-FRET SRC-2 ct	bIAP inhibitor	S1P3 antagonist
Cc1cccc(OCC(O)CNC(=O)c2ccccc2C(=O)O)c1 (stereo not drawn)	2.8	.	-2.5	.	24.6	2.2	0.0	-7.6	1503	.	.
Cc1n[nH]c(=S)c2nn(-c3ccccc3)c(C)c12	-10.1	0.9	8.6	-0.0155	20.7	-8.7	4.2	-7.2	1562	6.8	.
CCSc1nnc(NC(=O)/C=C/c2ccc3c(c2)OCO3)s1	-8.7	0.7	0.6	0.934	3.4	-0.1	9.5	35.0	1543	34.1	-4.1
CC(/C=C/c1ccccc1)=N\NC(N)=S	10.1	1	7.9	-0.413	-4.3	-7.5	-1.0	33.5	1537	-2.7	.
O=C1NC(=O)/C(=C\c2ccc(Sc3ccc(Cl)cc3)o2)N1	6.0	0.9	4.6	-0.402	-1.2	-0.7	0.9	-5.8	1534	5.1	.
COc1ccccc1NS(=O)(=O)c1ccc(N2CCOCC2)c(NC(=O)c2ccco2)c1	-5.8	1	8.2	1.95	7.5	-0.7	10.6	69.1*	1486	2.5	-15.0
CCOC(=O)N1CCN(C(=O)C2CCCN(S(C)(=O)=O)C2)CC1 (stereo not drawn)	1.9	0.9	-0.4	0.538	1.3	0.4	5.8	-7.8	1564	5.3	-9.0
CCCCOc1ccc(C(=O)Nc2ccncc2)cc1	-7.3	0.7	15.8	.	0.8	0.4	1.8	6.8	1610	31.3	40.2
COc1ccc(S(=O)(=O)NCCCCNS(=O)(=O)c2ccc(OC)cc2)cc1	1.0	0.7	-3.7	-0.295	0.7	1.7	-0.7	6.1	1375	27.5	29.6
CC(=O)c1ccc(N2CCN(c3ncc(C(F)(F)F)cc3Cl)CC2)cc1	-1.0	0.9	13.5	1.53	8.5	0.2	3.4	-2.7	1707	10.1	.
CCc1nnc(NC(=O)[C@@H]2CCCN2S(=O)(=O)c2ccc3c(c2)OCCO3)s1	3.6	1	-3.6	.	10.4	0.1	10.0	14.4	1550	0.7	.
CC1=NN(c2ccccc2)C(=O)/C1=C\c1cn(-c2ccccc2)nc1C	2.4	1.1	2.1	0.472	-0.4	-0.3	-0.6	-0.1	1507	-12.0	-6.5
O=c1c2ccccc2[nH]c2ccc(F)cc12	-20.9	0.9	5.5	-0.0317	-3.1	-0.3	0.5	40.4	1488	5.6	-13.6
CC(C)CC(=O)c1c[nH]c(C(=O)NCC2CCCO2)c1 (stereo not drawn)	-20.9	1	-2.1	.	9.7	-1.8	-1.0	-6.6	1511	1.8	.
CCN(CC)c1ccc2c(c1)CCCN2	-7.3	1	15.6	.	-2.6	-0.3	13.4	32.0	1775	3.7	3.9
Cc1nnc(NC(=O)CSCc2ccccc2)s1	-8.7	1	5.0	.	-2.4	-1.3	9.3	-8.6	1430	4.1	.
CCc1nnc(NC(=O)CSc2nnc(-c3ccc(NS(=O)(=O)c4ccccc4)cc3)o2)s1	0.4	1	-6.7	.	-5.4	0.1	-1.8	-1.9	1549	0.6	-0.7
COc1ccc(CCN(C(=O)/C=C/C(=O)O)C2CC(=O)N(c3ccccc3)C2=O)cc1 (stereo not drawn)	-10.4	0.9	0.8	0.616	3.4	0.1	-1.3	-10.7	1507	8.1	1.0
CC(C)Oc1cccc(C(=O)C2CCCN(Cc3ccc4nonc4c3)C2)c1 (stereo not drawn)	-1.6	0.9	1.6	0.0174	-0.7	-1.2	6.8	83.4*	1773	9.3	-1.6
O=c1c2ccc([N+](=O)[O-])c3cccc(c32)c2nc3ccccc3n12	11.5	1	-3.5	.	3.6	-4.3	8.8	27.6	1508	4.0	.
Fc1ccc(NCc2nnc(SCc3nnc(-c4ccccc4)o3)n2CC2CCCO2)cc1 (stereo not drawn)	-12.2	0.9	4.9	.	5.6	-3.7	5.5	-3.2	1473	8.3	4.6
CCN(CC)CCCNc1nnc(C)c(=O)[nH]1	-9.4	0.9	3.6	.	3.2	-0.1	-0.7	-8.3	1470	13.5	-8.8
Cc1ccccc1CSCCNC(=S)Nc1ccccc1	0.8	0.8	-0.9	-0.424	-2.6	-0.3	-3.1	28.8	1553	24.2	-7.1
CC(=O)NC1C(OCc2ccccc2)OC2COC(C)(C)OC2C1O (stereo not drawn)	-3.6	1	-11.7	.	-3.0	0.5	-7.3	10.1	1589	4.7	-8.5
CCCn1nc(Oc2nc(NCC)nc(NCC)n2)ccc1=O	-9.0	1	-2.2	.	5.4	-4.4	-2.6	-8.8	1638	-0.8	.
Cc1cc(C)c(NC(=O)CSc2nncn2-c2cccnc2)c(C)c1	-1.9	1.1	-0.3	0.18	1.6	-0.5	5.8	1.2	1624	-7.9	0.7
CCOC(=O)CNc1c(-c2ccc(O)cc2)nc2ccccn12	0.0	1	6.2	0.649	6.8	-0.1	5.2	17.6	1538	-2.8	5.3
Cn1c(=O)c2c(nc(N3CCOCC3)n2CCNC2=NCCC2)n(C)c1=O	4.9	.	-8.9	.	-4.1	-3.1	-3.7	-1.3	1367	.	.
COc1ccc(S(=O)(=O)N2CCc3ccccc3C2)cc1	-11.5	1.1	-1.6	-0.362	-3.1	-0.1	-3.9	-5.9	1459	-8.2	-4.9
COc1ccc(NC(=O)c2cc(Br)c(Br)s2)cn1	2.3	1.2	9.1	0.00506	3.1	-1.6	5.2	21.0	1799	-17.7	-16.6
O=C1NC(c2ccccc2)(C(F)(F)F)SC2=CCCCCN12 (stereo not drawn)	2.4	0.7	7.2	.	1.9	-2.6	1.0	-9.3	1511	32.3	.
COCc1c(Br)c(C)nc(OCC(=O)O)c1C#N	11.4	1	2.0	.	1.1	0.0	1.4	-6.3	1581	3.5	0.5
O=C(NCc1ccc2c(c1)OCO2)C1CCC(=O)N1C1CCCC1 (stereo not drawn)	-0.6	0.9	2.2	0.389	2.8	-0.3	-0.8	-6.9	1530	5.5	-13.8
CCOC(=O)N1CCN(C(=O)c2cc(Cl)c(Cl)cc2C(=O)O)CC1	-5.5	1	8.8	0.296	6.9	2.4	3.9	-6.5	1611	-1.6	.
CCn1c(SCC(=O)NC(C)(C)C)nnc1-c1ccncc1	-13.6	0.9	-0.9	0.027	-0.2	-0.4	4.7	-13.9	1361	14.7	-8.6
O=C(COc1ccc(F)cc1)N1CCc2ccccc2C1	-2.9	1	1.6	-0.0635	-1.8	5.4	-4.6	-4.8	1668	-4.9	4.1
COc1ccc(NC(=O)C(c2ccc(OC)cc2)N(C)C(=O)Cc2cccs2)cc1 (stereo not drawn)	8.9	1	-2.2	-1.8	-3.0	0.2	-6.9	8.0	1392	1.4	-3.8
COc1cccc(C=NCCNC(=O)c2nonc2N)c1O	-3.2	0.9	3.6	0.403	6.2	-0.2	7.5	-7.8	1457	14.3	.
CCOC(=O)C1C(=O)OC2(CCCCC2)C1C(=O)OCC (stereo not drawn)	4.8	1.1	12.2	-0.495	5.8	0.1	1.4	1.3	1624	-6.5	.
Cc1ccc(OCC(=O)NCCN2CCCC2)cc1	2.9	0.9	10.7	.	12.9	0.7	6.2	9.7	1624	14.7	1.4
O=C(c1ccc2c(c1)OCO2)N(c1ccccc1)C1C=CS(=O)(=O)C1 (stereo not drawn)	5.3	1	3.3	.	-0.8	3.1	0.6	-7.4	1546	2.5	2.1
Cc1ccc(OCC(=O)Nc2ccccc2-c2ccccc2)cc1	-5.0	1	4.7	-0.409	3.3	-8.6	-1.2	24.3	1588	0.9	.
Cc1ccc(-c2c[n+](CC(=O)c3ccc(Br)cc3)c3n2CCCCC3)cc1	14.1	0.8	-9.4	-2.23	-1.4	-0.9	-8.2	100.5*	1338	17.6	-3.1
CNC(=O)CN1C(=O)NC2(CCc3ccccc3C2)C1=O (stereo not drawn)	4.8	1	0.6	1.68	-2.4	-0.4	6.0	-6.2	1583	-3.7	0.8
COc1ccc(N(C(=O)C2COc3ccccc3O2)C(C(=O)NC2CCCCC2)c2ccccc2)cc1OC (stereo not drawn)	5.6	0.9	1.4	.	1.6	0.4	4.6	98.6*	1404	8.4	0.8
NC(CSS(=O)(=O)O)=NCCC12CC3CC(CC(O)(C3)C1)C2	-1.3	0.7	0.3	.	0.5	1.0	-6.0	-5.5	1421	29.3	-9.6
Cn1c(Cc2ccccc2)nnc1SCC(=O)N1CCCCC1	-0.1	0.8	5.2	.	9.7	-2.5	5.3	-7.5	1587	16.2	.
Cc1ccc2nc(N(CCN(C)C)C(=O)c3cc(Cl)sc3Cl)sc2c1	-4.5	0.9	-3.9	.	2.6	-0.1	6.3	-3.2	1540	6.8	-13.6
CCNC(=O)COC(=O)c1cc(-c2ccccc2)nn1-c1ccccc1	-11.7	1	-0.7	-0.949	-1.3	0.0	-2.1	-4.8	1619	1.5	-4.8
Nc1ccc2nc(-c3ccc(Cl)cc3)[nH]c2c1	.	0.8	.	.	.	-0.5	.	-0.2	.	16.7	-6.1

Continued.
SMILES	TLR4-MyD88 BLA	bIAP act	PPARg SRC2 recr	ROMK primary	PPARg SRC3 recr	DTT redox prof	PPARg SRC-1 ag	Lmaj promast	TR-FRET SRC-2 ct	bIAP inhibitor	S1P3 antagonist
COc1cc(C2C3=C(CCCC3=O)Nc3[nH]n(-c4ccccc4)c(=O)c32)cc(OC)c1OC (stereo not drawn)	2.2	1.1	3.5	0.539	1.0	-0.2	2.1	-5.1	1532	-13.8	-5.2
CCNc1ccc(C(=O)OCC)cc1NC(=O)c1cccc(S(=O)(=O)N(C)c2ccccc2)c1	0.4	0.6	-5.9	.	3.5	0.6	-0.1	6.4	1573	36.5	-3.9
Brc1ccc(C2=Nc3cccc4cccc(c34)N2)o1	-20.3	1	2.2	-0.503	4.5	0.4	5.7	24.6	1605	-1.5	5.0
COc1ccc(N=C2SC(C(=O)N3CCN(c4ccccc4)CC3)CC(=O)N2C)cc1 (stereo not drawn)	-15.5	0.9	3.1	.	1.3	-1.1	1.6	15.3	1566	5.9	-12.0
CC(C)(C)OC(=O)NCCCCCc1nnc(SCC(=O)Nc2cccc(Cl)c2)o1	2.5	1.2	4.1	-4.92*	-9.4	-0.1	-6.5	0.2	1365	-20.3	3.5

Single records, as listed above:
Record of COc1cc(C2C3=C(CCCC3=O)Nc3[nH]n(-c4ccccc4)c(=O)c32)cc(OC)c1OC (stereo not drawn) = TLR4-MyD88 BLA = 2.2; bIAP act = 1.1; PPARg SRC2 recr = 3.5; ROMK primary = 0.539; PPARg SRC3 recr = 1.0; DTT redox prof = -0.2; PPARg SRC-1 ag = 2.1; Lmaj promast = -5.1; TR-FRET SRC-2 ct = 1532; bIAP inhibitor = -13.8; S1P3 antagonist = -5.2
Record of CC(C)(C)OC(=O)NCCCCCc1nnc(SCC(=O)Nc2cccc(Cl)c2)o1 = TLR4-MyD88 BLA = 2.5; bIAP act = 1.2; PPARg SRC2 recr = 4.1; ROMK primary = -4.92*; PPARg SRC3 recr = -9.4; DTT redox prof = -0.1; PPARg SRC-1 ag = -6.5; Lmaj promast = 0.2; TR-FRET SRC-2 ct = 1365; bIAP inhibitor = -20.3; S1P3 antagonist = 3.5
Record of Brc1ccc(C2=Nc3cccc4cccc(c34)N2)o1 = TLR4-MyD88 BLA = -20.3; bIAP act = 1; PPARg SRC2 recr = 2.2; ROMK primary = -0.503; PPARg SRC3 recr = 4.5; DTT redox prof = 0.4; PPARg SRC-1 ag = 5.7; Lmaj promast = 24.6; TR-FRET SRC-2 ct = 1605; bIAP inhibitor = -1.5; S1P3 antagonist = 5.0
